Screening data deposited in PubChem by National Center for Advancing Translational Sciences (NCATS).
TDP1 block = qHTS Assay for Inhibitors of Tyrosyl-DNA Phosphodiesterase (TDP1); recombinant TDP1, AlphaScreen DNA substrate cleavage; 350,000 compounds, 0.28% hits; Potency, µM (top dose mostly 130 µM), inactives show at the highest dose activity change, negative = inhibition, usual class: inhibitors; further: nearly all actives have a fitted effect of over 40% in size
Target sequence (Q9NUW8 whole entry, looked up): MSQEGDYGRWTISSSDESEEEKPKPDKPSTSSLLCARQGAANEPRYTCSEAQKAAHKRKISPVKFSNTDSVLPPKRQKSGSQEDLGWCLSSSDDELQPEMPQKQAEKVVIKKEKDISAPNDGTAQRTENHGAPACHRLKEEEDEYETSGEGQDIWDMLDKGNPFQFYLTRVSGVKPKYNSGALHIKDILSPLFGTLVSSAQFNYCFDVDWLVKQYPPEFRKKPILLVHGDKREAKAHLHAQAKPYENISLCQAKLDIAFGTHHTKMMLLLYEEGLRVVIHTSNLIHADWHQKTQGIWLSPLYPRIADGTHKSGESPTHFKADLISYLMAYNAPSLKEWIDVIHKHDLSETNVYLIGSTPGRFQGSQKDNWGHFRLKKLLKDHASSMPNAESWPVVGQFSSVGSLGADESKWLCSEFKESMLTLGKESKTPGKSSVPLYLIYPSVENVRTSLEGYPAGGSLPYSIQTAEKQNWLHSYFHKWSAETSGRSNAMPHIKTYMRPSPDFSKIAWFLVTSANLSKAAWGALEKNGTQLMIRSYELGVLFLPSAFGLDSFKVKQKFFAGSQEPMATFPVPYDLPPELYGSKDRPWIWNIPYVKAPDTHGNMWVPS
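Tdp1 1 nM final; 15 min RT w/ cpd; substrate 15 nM, 5 min; beads 10 ug/ml, 10 min; AlphaScreen read. Neg ctrl: no enzyme.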
TDP1 cell noCPT = qHTS for Inhibitors of human tyrosyl-DNA phosphodiesterase 1 (TDP1): qHTS in cells in absence of CPT | DT40 Tdp1-/- hTDP1 cells, no CPT, ATP luminescence, 48 h | Potency, µM (series often up to 46.2 µM), for inactives: at the top dose activity change, negative = growth inhibition, usual class: inhibitors | 420,000 compounds, 15% hits | AID 686978, 2013; further: nearly all actives have a fitted effect of over 55% in size
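Luminescent ATP content (CellTiter-Glo) served as the growth readout. Knockout chicken DT40 cells expressing human TDP1 were exposed to compounds without camptothecin for a minimum 48 hr at 37 °C.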
DT40 TDP1 CPT = qHTS for Inhibitors of human tyrosyl-DNA phosphodiesterase 1 (TDP1): qHTS in cells in presence of CPT | chicken DT40 Tdp1-/-;hTDP1 cells + 20 nM CPT, ATP luminescence, 48 h | Potency, µM (highest dose often 46.2 µM), inactives show top-dose activity change, negative = growth inhibition, most hits filed as inhibitors | 420,000 compounds, 12% hits | AID 686979, 2013; further: nearly all actives have a fitted effect of over 55% in size
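Chicken DT40 Tdp1-/- cells complemented with human TDP1, 400 cells/well, exposed to compounds plus 20 nM camptothecin for at least 48 h at 37 C; viability read as ATP content by CellTiter-Glo luminescence.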
* = called active by the depositor; ? = inconclusive; . = no result given; & = joins results of further samples; [ ] = another dose, or the depositor's remark. The call rests on the fitted dose curve; in most records, active means well fitted curve in the direction sought with a large enough effect; inconclusive means small, poorly fitted or top-dose-only effect, or another doubt; inactive means no such curve, though single readings can be large; an effect the other way counts as inactive or inconclusive. On the % scale 0 is the no-effect control and ±100 the full control effect; potency means the concentration at half of the fitted maximal effect. This is a random part of the collection; 18% or so of the library scored in one or more.

SMILES,TDP1 block,TDP1 cell noCPT,DT40 TDP1 CPT
CCN1CCN(c2nc3c(c(=O)[nH]c(=O)n3C)n2CCSc2nc3ccccc3s2)CC1,1.2%,?,?
Fc1ccc(-n2ncc3c(SCc4cccnc4)ncnc32)cc1,0.0%,?,?
Cc1ccc(C)c(NC(=O)CSc2ncc3c(n2)-c2ccccc2N(Cc2ccccc2C)S3(=O)=O)c1,2.6%,?,-25.8%
Cc1cccc(-c2noc(CNC(=O)c3ccco3)n2)c1,3.0%[0.0935 µM],-22.1%&-17.8%,11.6%&-5.7%
COc1ccc(NC(=S)Nc2cccc(C(C)=O)c2)cc1OC,0.0%,-21.3%,4.4%
CC(C)(C)C(=O)NC(=S)Nc1ccccc1C(=O)NC1CCCCC1,0.0%,?,-15.9%
Cc1ccc(CN2CCSc3ccc(C(=O)NCc4ccco4)cc32)cc1,7.9%,?,?
O=C(CSc1n[nH]c(-c2ccccc2Br)n1)NCCN1C(=O)CSC1=O,-2.7%,4.4%,9.6%
COc1cc(SC)ccc1C(=O)N1CCN(c2ccccc2OC)CC1,-5.1%,4.61µM*,20.6µM*
CC1CN(C2CCCCC2)C(=O)NC1=O (configuration not stated),.,-8.5%,-0.5%
CC(C)CNC(=S)N1CCC(NC(=O)c2ccco2)CC1,5.3%,-9.4%,-7.3%
CCOc1cc(C#N)c(NC(=O)c2ccco2)cc1OCC,2.0%,6.51µM*,11.6µM*
O=C(NCc1ccc(Cl)cc1)c1ccc(Cn2cc(C(F)(F)F)ccc2=O)cc1,2.9%,-1.7%,-15.6%
COc1ccc(CCNS(=O)(=O)CCNC(=O)c2ccc(OC)cc2)cc1,0.8%,?,0.0%
OC(CN1CCN(c2ccccc2Cl)CC1)c1ccccc1 (configuration not stated),-11.0%,-15.1%,-2.7%

SMILES,TDP1 block,TDP1 cell noCPT,DT40 TDP1 CPT
CS(=O)(=O)N1N=C(c2ccco2)CC1c1ccccc1Cl (configuration not stated),.,3.5%,10.0%
Cn1cccc1C1CCCN1CC(=O)Nc1c(Cl)cc(Cl)cc1Cl (configuration not stated),5.0%,?,-22.7%
CCOC(=O)C1(Cc2ccccc2C)CCCN(C(=O)CSC)C1 (configuration not stated),.,?,?
O=C(CCN1CCN(c2ccccc2)CC1)c1ccc(Cl)cc1,.,6.51µM*,5.17µM*
CC(C)(C)c1ccc(OCCn2nc(C(=O)O)c3ccccc3c2=O)cc1,.,20.6µM*,16.4µM*
Cc1ccc(C2C(C(=O)c3sc(-c4ccccc4)nc3C)=C(O)C(=O)N2CCN(C)C)o1 (configuration not stated),.,-4.3%,-7.6%
Cc1cccc(NC(=O)c2c(F)c(F)c(F)c(F)c2F)c1,0.0%,17.6%,-6.2%
O=C(CSc1nc2ccccc2s1)NCCOc1ccccc1,5.3%,-1.8%,-19.1%
Cc1cccc(C(c2sc3nc(-c4ccco4)nn3c2O)N2CCN(Cc3ccccc3)CC2)c1 (configuration not stated),5.2%,-29.5%,-22.6%
CCN(c1ccccc1C(=O)O)S(=O)(=O)c1ccc2[nH]c(=O)[nH]c2c1,.,2.3%,-3.1%
COc1ccc(NC(=O)CSc2nc(C)cs2)cc1OC,3.0%,-29.7%,-9.3%
C#CCOCCOCCOCCNc1nc(N2CCN(C(=O)[C@H](CCC(=O)O)n3cc([C@@H](N)CC(N)=O)nn3)CC2)nc(N2CCN(C(=O)[C@H](CCC(=O)O)n3cc([C@@H](N)CC(N)=O)nn3)CC2)n1,2.0%,-6.1%,-17.0%
O=C(NCc1nnc(SCC(=O)N2CCCc3ccccc32)n1-c1ccccc1)c1cccc2ccccc12,-9.5%,?,?
CCc1nn(CCCC(=O)N2CCN(c3cc(Cl)ccc3C)CC2)c(=O)c2cc3occc3n12,-2.5%,23.1µM*,?
CCCN1CNc2c(c(=O)[nH]c(=S)n2CCc2ccc(OC)cc2)C1,-0.2%,-18.1%,6.8%

Random excerpt: 4 records from the list.
SMILES,TDP1 block,TDP1 cell noCPT,DT40 TDP1 CPT
C#CCOCCOCCOCCNc1nc(N2CCN(C(=O)[C@H](CCC(=O)O)n3cc([C@@H](N)CC(N)=O)nn3)CC2)nc(N2CCN(C(=O)[C@H](CCC(=O)O)n3cc([C@@H](N)CC(N)=O)nn3)CC2)n1,2.0%,-6.1%,-17.0%
Cc1cccc(C(c2sc3nc(-c4ccco4)nn3c2O)N2CCN(Cc3ccccc3)CC2)c1 (configuration not stated),5.2%,-29.5%,-22.6%
O=C(NCc1nnc(SCC(=O)N2CCCc3ccccc32)n1-c1ccccc1)c1cccc2ccccc12,-9.5%,?,?
O=C(CCN1CCN(c2ccccc2)CC1)c1ccc(Cl)cc1,.,6.51µM*,5.17µM*

Carrying on.
SMILES,TDP1 block,TDP1 cell noCPT,DT40 TDP1 CPT
CCCn1c(N)c(C(=O)CSc2nc(C3CC3)n(-c3ccccc3)n2)c(=O)[nH]c1=O,-7.4%,?,-0.3%
O=C(Nc1nnc([C@H]2C[C@H](O)[C@@H](CO)O2)s1)c1ccccc1F,.,-6.2%,3.3%
CC1CCN(C(=O)CSc2nncn2-c2ccccn2)CC1,2.0%,-1.0%,-20.0%
O=C(Oc1cccc(-n2cnnn2)c1)C1CCCCC1,2.0%,-16.3%,-16.2%
COc1cc(Cl)c(CC(=O)c2c[nH]c3ccccc23)cc1OC,0.0%,?,?
COCCn1c(SCC(=O)NCC2CCCO2)nc2c([nH]c3ccccc32)c1=O (configuration not stated),3.5%,-9.8%,-6.2%
O=C(CSc1nc2ccccc2o1)Nc1nc2ccccc2s1,-1.0%,-12.8%,-7.2%
N#CNC(=Nc1ccccc1)SCc1ccc(C(=O)O)cc1,6.0%,-23.2%,6.2%
COc1ccc(N2CCN(S(=O)(=O)c3ccc(-c4coc(C)n4)cc3)CC2)cc1,-2.2%,?,?
O=C(O)CC(CC(=O)Nc1ccc(-n2ccc(C(F)(F)F)n2)cc1)c1ccccc1 (configuration not stated),0.6%,5.4%,11.9%
Cc1cc(/C=C2\SC(=Nc3ccccc3)NC2=O)c(C)n1-c1ccc(S(N)(=O)=O)cc1,6.7%,2.59µM*,5.17µM*
CC(=O)CSc1nc2c(c(=O)[nH]c(=O)n2C)n1CCCc1ccccc1,.,?,-0.1%
Cc1ncsc1CCC(=O)N1CCCC(c2nc(-c3ccncc3)ncc2-c2ccccc2)C1 (configuration not stated),.,20.6µM*,8.6%[9.04 µM]
Cc1ccc(NS(=O)(=O)c2ccc(N/N=C/c3ccncc3)c([N+](=O)[O-])c2)c(C)c1,-14.3%,-19.6%,1.8%
Cc1ccc(S(=O)(=O)N2CCN(S(=O)(=O)c3ccc(C)cc3)C3OCCOC32)cc1 (configuration not stated),0.0%,?,-8.2%

SMILES,TDP1 block,TDP1 cell noCPT,DT40 TDP1 CPT
Oc1c(CN2CCOCC2)cc(-c2ccccc2)cc1CN1CCOCC1,2.0%,-8.4%,-19.3%
CSCCC(NS(=O)(=O)c1ccc(F)cc1)C(=O)NCc1ccc(S(N)(=O)=O)cc1 (configuration not stated),.,?,0.5%
O=S(=O)(CCC1CCCCN1)c1ccccc1 (configuration not stated),.,-8.7%,11.3%
CC(C)(C)n1ncc2c(=O)n(CC(=O)N3CCCCCC3)cnc21,3.1%,?,-29.3%
Cc1ccccc1-n1c(=O)n(Cc2ccc(C(=O)O)cc2)c(=O)c2[nH]cnc21,.,-0.9%,4.0%
O=C1COc2ccc(C(=O)COC(=O)CNS(=O)(=O)c3cccc(F)c3)cc2N1,-1.2%,8.2%,-2.2%
O=C(Nc1ccc(C(=O)O)cc1)Nc1ccc(F)cc1F,2.3%,3.0%,15.6%
COc1ccccc1NC(=O)Cn1c(=O)n(-c2ccc(C)cc2)c(=O)c2ccc(C(=O)NCc3ccco3)cc21,7.5%,?,?
CCc1nc2c(OCc3ccc(F)c(F)c3)cccn2c1N(C)C(=O)c1ccco1,.,?,?
CSC1=N/C(=C\c2ccccc2Cl)C(=O)N1N(C)C,0.0%,?,-23.9%
O=C(CSc1ccc(F)cc1)NCC1(N2CCOCC2)CCCCC1,-0.5%,?,-5.4%
COc1ccc(OC)c(C(C)NC(=S)NC2CCCCC2)c1 (configuration not stated),4.8%,?,?
Cc1ccc(C2CC(C(F)(F)F)n3nc(C(=O)NCc4c(C)nn(C)c4C)c(Cl)c3N2)cc1 (configuration not stated),4.0%,5.17µM*,4.61µM*
Cc1cc2c(sc3c(C)ccc(C)c32)c(C)n1,5.1%,?,-17.9%
COC(=O)CCCCCN1C(=O)NC(C2CC2)C(C(=O)OCc2ccccc2)=C1C (configuration not stated),.,13µM*,16.4µM*

SMILES,TDP1 block,TDP1 cell noCPT,DT40 TDP1 CPT
Cc1nc(-c2ccc(F)cc2)c(CC(=O)N(C)CC(=O)Nc2ccc(F)cc2)s1,-18.2%,-22.6%,-27.2%
Cc1ccc(C)c(CN2C(=O)c3ccccc3S(=O)c3ccc(C(=O)NCCC4=CCCCC4)cc32)c1 (configuration not stated),-2.3%,16.4µM*,14.6µM*
COC(=O)CSc1nnc(CNC(=O)c2cc(OC)cc(OC)c2)n1-c1ccc(F)cc1,1.2%,1.3%,1.8%
Cc1cc2nc(-c3ccc(SCC(=O)N4CCOCC4)nc3)[nH]c2cc1C,2.3%,?,25.9µM*
Cc1ccc2nc(-c3ccc(Cl)c(NC(=O)COc4ccc(C(C)C)cc4)c3)oc2c1,1.9%,-8.5%,-0.7%
CN1CCc2c(sc3c2C(=O)NC(c2ccc(C(C)(C)C)cc2)N3)C1 (configuration not stated),.,13µM*,?
O=C(Nc1ccc(F)cc1F)c1ccc(-n2cnnc2)cc1,-2.2%,-9.3%,-7.9%
N#Cc1c(NC(=O)CSc2nc(N)cc(=O)[nH]2)sc2c1CCCCCC2,3.1%,?,?
O=C(/C=C/c1ccc(F)cc1)N1CCN(c2ccccn2)CC1,-4.2%,-23.1%,-25.5%
CCNC(=O)N1C(CC(=O)OCC)C(=O)NC2CCCCC21 (configuration not stated),4.4%,0.6%,-2.8%
CCn1c(=O)cc(SCC(=O)Nc2cc(Cl)ccc2OC)c2ccccc21,3.5%,16.4µM*,?
CC(=O)Nc1ccc(S(=O)(=O)N(C)CC(=O)NNC(=O)c2cccs2)cc1,1.3%,-2.9%,2.3%
CCC(C)C(N)C1=NC(C(=O)N[C@@H](CC(C)C)C(=O)N[C@H](CCC(=O)[O-])C(=O)N[C@H](C(=O)N[C@H]2CCCCNC(=O)[C@H](CC(N)=O)NC(=O)[C@@H](CC(=O)[O-])NC(=O)[C@H](Cc3cnc[nH]3)NC(=O)[C@@H](Cc3ccccc3)NC(=O)[C@H]([C@@H](C)CC)NC(=O)[C@@H](CCCN)NC2=O)[C@@H](C)CC)CS1.[Zn+2] (some centres not stated),.,-28.6%,-20.8%
Cc1ccccc1CN1CCN(CCCc2ccccc2)C(CCO)C1 (configuration not stated),.,?,-0.9%
C[C@]12C(=O)N(c3cccc(F)c3)C(=O)N1[C@@H]1c3ccccc3OC[C@@H]1[C@H]2c1ccccc1,.,20.6µM*,11.6µM*

SMILES,TDP1 block,TDP1 cell noCPT,DT40 TDP1 CPT
O=C(CCN1CCN(CCO)CC1)Nc1cccc(Br)c1,0.0%,-19.7%,1.7%
CCOC(=O)C1C(=O)OC2(CCOC(C)(C)C2)C1C(=O)OCC (configuration not stated),6.0%,-3.4%,9.7%
COc1ccc(-n2nc3c(c2NC(=O)C24CC5CC(CC(C5)C2)C4)CS(=O)C3)cc1 (configuration not stated),5.9%,-20.1%,-0.7%
COc1ccccc1CN1C(=NC(=O)CCC2CCCC2)SC2CS(=O)(=O)CC21 (configuration not stated),2.4%,-13.8%,?
COc1ccc(CNCC(O)(c2ccc(Cl)cc2)c2ccc(Cl)cc2)cc1,-2.0%,18.4µM*,14.6µM*
COC(=O)c1cccc(NC(=O)CN2CCc3ccccc3C2)c1,.,2.6%,-2.0%
Cc1ccc(N2CC(C(=O)N3CCC4(CC3)CC(=O)c3ccccc3O4)CC2=O)cc1C (configuration not stated),1.3%,14.6µM*,?
CC(C)OC(=O)c1c(N)n(CCCN2CCOCC2)c2nc3ccccc3nc12,3.6%,-6.8%,-8.9%
Cc1ccc(NC(=O)CN(C)S(=O)(=O)c2cccc3cccnc23)cc1,1.0%,?,-3.0%
O=C(Cc1ccc(F)cc1)N1CCN=C1SCc1cccc([N+](=O)[O-])c1,1.2%,4.0%,2.7%
CCOC(=O)C1=C(O)C(=O)N(CCCn2ccnc2)C1c1ccc(C)cc1 (configuration not stated),0.0%,-16.9%,15.0%
COC(=O)c1cc(F)c(-n2cncn2)c(F)c1,2.0%,-5.3%,-5.6%
